Hck-Nef inh = inhibitors of Nef-activated human Hck kinase, primary screen, biochemical, Z-Lyte FRET, 384-well, Hck-YEEI; inhibition, % at 20 µM; 220,000 tested, 0.68% active; AID 463187, 2010; Tyrosine-protein kinase HCK (Homo sapiens), P08631; Recombinant Hck-YEEI plus Nef, Z-Lyte FRET kinase assay;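 active means Hck-Nef kinase inhibition above about 50%, limit read from the data; inactive means inhibition below that limit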;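 further: 0% = DMSO with Hck plus Nef and 100% = Hck alone without Nef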
Target sequence (P08631 whole entry, looked up): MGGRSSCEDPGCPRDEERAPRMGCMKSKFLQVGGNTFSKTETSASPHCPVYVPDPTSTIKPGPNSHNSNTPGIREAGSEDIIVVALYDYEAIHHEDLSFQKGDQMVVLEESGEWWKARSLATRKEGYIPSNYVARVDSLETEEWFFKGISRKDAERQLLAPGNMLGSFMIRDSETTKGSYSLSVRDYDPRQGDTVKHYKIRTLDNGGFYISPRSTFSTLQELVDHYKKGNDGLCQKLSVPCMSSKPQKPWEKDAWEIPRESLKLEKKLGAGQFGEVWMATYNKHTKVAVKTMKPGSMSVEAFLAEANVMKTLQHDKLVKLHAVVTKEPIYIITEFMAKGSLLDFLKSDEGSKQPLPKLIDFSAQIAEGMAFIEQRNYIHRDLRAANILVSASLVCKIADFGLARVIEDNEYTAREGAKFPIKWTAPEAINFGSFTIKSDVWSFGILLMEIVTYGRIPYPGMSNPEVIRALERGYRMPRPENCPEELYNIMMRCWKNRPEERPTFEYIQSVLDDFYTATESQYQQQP
Wee1 stabilizer = Wee1 degradation inhibitors, primary screen, cell-based, HeLa, Wee1K328M-luciferase, luminescence. AID 1321, 2008. 220,000 tested, 1.2% active. HeLa Luc-Wee1K328M stability; 100% = proteasome inhibitor MG132 effect. Wee1-like protein kinase (Homo sapiens), P30291. reporter increase, % at 5 µM;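 active means activation above the mean of all tested compounds plus 3 SD, set per screening run, cut at about 8.8% in these data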;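 further: cells exposed to compound for 20 h before luminescence read; 0% = DMSO alone and 100% = MG132 at 30 µM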
hK5 inh = human KLK5 protease inhibitors, primary screen, biochemical, 1536-well; recombinant hK5, fluorogenic AMC substrate cleavage; inhibition, % at 5 µM; 210,000 tested, 0.59% active; Kallikrein-5 (Homo sapiens), Q9Y337;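 active means inhibition of 40% or more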;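 further: 0% = enzyme controls without compound and 100% = no-enzyme blanks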
Target sequence (Q9Y337 67-293 limits assumed): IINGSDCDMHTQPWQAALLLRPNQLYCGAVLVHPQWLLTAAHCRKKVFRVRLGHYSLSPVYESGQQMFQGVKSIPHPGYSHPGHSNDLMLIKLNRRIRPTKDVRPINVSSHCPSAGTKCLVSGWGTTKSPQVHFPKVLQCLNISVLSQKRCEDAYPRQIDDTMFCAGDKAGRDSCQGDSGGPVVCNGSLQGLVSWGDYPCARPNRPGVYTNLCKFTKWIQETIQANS
Runt-CBFb FRET = inhibitors of RUNX1 Runt–CBFb binding, primary screen, biochemical, FRET, Cerulean-Runt, Venus-CBFb, uHTS. Cerulean-Runt/Venus-CBFb FRET ratio 530/480, 1 h. inhibition, % at 20 µM. 220,000 tested, 0.46% active. Runt-related transcription factor 1 (Homo sapiens) + Core-binding factor subunit beta …. AID 1496, 2009;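 active means inhibition over about 50% at 20 µM in the single-dose screen, limit read from the data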;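 further: 0% = DMSO wells and 100% = excess unlabeled CBFb competitor control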
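test system = Cerulean-tagged RUNX1 Runt domain (FRET donor) fusion protein | reagent = Venus-CBFb binding partner, 100 nM | incubation = protein complex preformed 1 h, compound exposure 1 h, room temperature, dark | detection = FRET fluorescence | read-out basis = loss of energy transfer signal | controls = 5 µM unlabeled CBFb as full-inhibition high control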
Thrombin inh = human alpha-thrombin inhibitors, primary screen, counter-screen for coagulation protease inhibitor project, biochemical, 1536-well, fluorogenic AMC substrate | Prothrombin (Homo sapiens), P00734 | Boc-VPR-AMC fluorogenic substrate cleavage | inhibition, % at 5 µM | 220,000 tested, 0.26% active | AID 1046, 2008;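 active means inhibition at or above 40%; inactive means inhibition below 40%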;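 further: 0% = enzyme with no compound and 100% = wells without enzyme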
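System – human alpha-thrombin protein · Reagent – Boc-VPR-AMC substrate, 15 µM final · Compound – 5 µM single dose in 0.2% DMSO · Schedule – reaction at room temperature · Technique – AMC fluorescence at 355 nm excitation and 460 nm emission · Read-out basis – % inhibition relative to enzyme controls and enzyme-free blanks · Control set – no-compound enzyme wells and no-enzyme blanks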
14-3-3 Bad inh = inhibitors of 14-3-3 zeta/Bad binding, primary screen, biochemical, TR-FRET, bovine 14-3-3 zeta; 220,000 tested, 0.71% active; inhibition, % at 21.7 µM; 14-3-3 protein zeta/delta (Bos taurus), P63103; TR-FRET 14-3-3zeta/Dy647-pBad peptide displacement, 1 h;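 active means inhibition above about 70%, limit read from the data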;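 further: 0% = full 14-3-3 plus peptide FRET controls and 100% = background without 14-3-3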
Target sequence (P63103 whole entry, looked up): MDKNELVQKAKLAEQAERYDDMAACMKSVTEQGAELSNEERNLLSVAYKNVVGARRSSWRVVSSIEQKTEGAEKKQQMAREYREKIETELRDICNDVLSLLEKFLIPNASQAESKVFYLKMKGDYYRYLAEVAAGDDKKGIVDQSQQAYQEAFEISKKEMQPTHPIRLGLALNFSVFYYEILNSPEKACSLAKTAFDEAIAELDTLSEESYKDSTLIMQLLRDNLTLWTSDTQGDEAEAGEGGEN
Runt-SMMHC FRET = inhibitors of RUNX1 Runt–CBFb-SMMHC binding, primary screen, biochemical, FRET, Cerulean-Runt, Venus-CBFb-SMMHC, uHTS | Runt-related transcription factor 1 (Homo sapiens) + Core-binding factor subunit beta … | AID 1434, 2008 | inhibition, % at 20 µM | Cerulean-Runt/Venus-CBFb-SMMHC FRET ratio 530/480, 1 h | 220,000 tested, 0.74% active;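 active means mean inhibition across duplicate retests at 20 µM reaching about 50%, limit read from the data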;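 further: 0% = DMSO wells and 100% = wells with excess untagged CBFb-SMMHC; inhibitors lower the FRET ratio by blocking Runt binding to CBFb-SMMHC; some results filed as inactive read as strong as hits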
FXIa inh = human FXIa protease inhibitors, primary screen, biochemical, 1536-well. Coagulation factor XI (Homo sapiens), P03951. purified FXIa, Boc-Glu-Ala-Arg-AMC fluorogenic substrate. inhibition, % at 5 µM. 220,000 tested, 0.14% active. AID 798, 2007;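 active means inhibition of at least 40%; inactive means inhibition below 40%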;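 further: fluorescence of freed AMC excited at 355 nm; 0% = enzyme without compound and 100% = no enzyme blank; many of its hits are not listed in these tables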
FXIIa inh 1536 = human FXIIa protease inhibitors, primary screen, biochemical, 1536-well. Coagulation factor XII (Homo sapiens), P00748. purified FXIIa, Boc-QGR-AMC fluorogenic substrate, 2 h. inhibition, % at 5 µM. 220,000 tested, 0.3% active; in the data active means inhibition above about 40%;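 further: 0% = enzyme with no compound and 100% = blank without enzyme; many of its hits are not listed in these tables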
* hit, by the source's call; · = not tested or not shown; [ ] = remark or other dose. An unsorted share of the library. Share with any hit: about 4.2%.

SMILES | Hck-Nef inh | Wee1 stabilizer | hK5 inh | Runt-CBFb FRET | Thrombin inh | 14-3-3 Bad inh | Runt-SMMHC FRET | FXIa inh | FXIIa inh 1536
COc1cccc(-n2c(COc3ccc(C)cc3)nnc2SCC(N)=O)c1 | -2 | -3 | -19 | -1 | -10 | 16 | 7 | 5 | 11
CCC(CC)c1nnc(NC(=O)c2c(-c3ccccc3)noc2C)s1 | 1 | 0 | -22 | 0 | -4 | 1 | -4 | -3 | 6
COc1ccc(CN(C(=O)c2ccco2)c2ccc(C)c(C)c2)cc1 | 18 | -2 | -3 | -2 | -2 | 2 | 2 | 3 | 10
CCN(CC)CCn1c(NCc2ccc3c(c2)OCO3)nc2ccccc21 | 7 | 2 | 8 | 0 | 0 | 17 | 6 | -1 | 7
CCCCn1c(=N)n(CC(=O)C(C)(C)C)c2ccccc21 | 1 | -3 | 1 | -1 | 4 | -3 | -2 | 1 | 7
CN1CCN(C(=O)c2cc(S(=O)(=O)Nc3ccccc3F)c(Cl)cc2Cl)CC1 | -4 | 4 | -2 | -1 | -8 | 10 | -4 | 8 | 2
COc1ccc(/C=C/C(=O)Nc2ccccc2C(F)(F)F)cc1 | 5 | -2 | -15 | -1 | -4 | 3 | 1 | 3 | 8
Cc1ccc2cc(C#N)c(SCC(=O)N3CCCc4ccccc43)nc2c1 | -1 | 3 | 3 | -1 | -12 | 6[fluorescence artefact?] | 5 | -7 | 1
CCOc1ccccc1OCCOCCOc1ccccc1[N+](=O)[O-] | 3 | 2 | 14 | -2 | -3 | 5[fluorescence artefact?] | 0 | 8 | 14
COc1cc(CNC2CCCC2)cc(Cl)c1OCc1ccccc1F | -1 | 1 | -21 | 1 | -2 | -8 | -3 | -6 | 3
COc1ccc(C(=O)NCC(=O)OCC(=O)Nc2cccc(S(=O)(=O)N3CCCC3)c2)cc1 | 7 | 2 | 0 | -1 | -2 | 3 | -4 | -1 | 5
CCC(=O)c1cn(CC(=O)NCC2CCCO2)c2ccccc12 (stereo not given) | -1 | 1 | -23 | -2 | -3 | -4 | -1 | 0 | 11
CCOc1ccccc1NC(=O)C1CCN(S(=O)(=O)c2c(C)nn(C)c2C)CC1 | 6 | -2 | -4 | 2 | 1 | -5 | -4 | 7 | 7
COc1ccc2nc(SCCC(=O)O)cc(C)c2c1 | 12 | 1 | -1 | 1 | -5 | -2 | -3 | -3 | -2
Cc1nc(SCCOc2ccc(F)cc2)c2ccccc2n1 | 27 | -3 | 2 | -9 | -2 | 3 | 6 | -5 | 7
Cc1nc2c(C)cccc2c2c1COC2 | 15 | 0 | 3 | 2 | 4 | -1 | 0 | 4 | 7
CC(C)C(C)NC(=O)COc1ncnc2sccc12 (stereo not given) | 20 | -3 | -5 | 0 | · | -3 | 1 | 4 | 5
N#Cc1ccc(CSc2nnc(-c3ccccn3)n2-c2ccc(Cl)cc2)cc1 | -1 | -1 | -20 | -3 | -8 | -2 | 0 | -1 | -11
CN(CC(=O)NC(=O)NC(C)(C)C)CC(=O)Nc1ccccc1Cl | -25 | 3 | 5 | -2 | -3 | -3 | -2 | 1 | 8
O=C(CCc1ccccc1)NNC(=O)c1ccccc1C(=O)O | 4 | 6 | -15 | -3 | -7 | -13 | -2 | 3 | 4
N/C(Cc1ccccc1Sc1ccccc1)=N\O | 5 | -1 | -18 | -2 | -9 | -8[fluorescence artefact?] | -3 | 5 | 10
CCCCOc1ccc(-c2nnn(CCC(=O)N3CCOCC3)n2)cc1 | 2 | 1 | 4 | -5 | -5 | 9[fluorescence artefact?] | 0 | 5 | 8
O=C(NN=C1CCCC1)c1n[nH]c2c1CCCC2 | 13 | 0 | 9 | 0 | · | 4 | 1 | 8 | 8
COc1ccc(N(CC(=O)Nc2cccc(N(C)S(C)(=O)=O)c2)S(C)(=O)=O)cc1OC | -12 | 1 | -4 | -4 | -3 | 7 | -2 | 0 | 9
COC(=O)c1ccc(C(=O)OC)nc1 | 1 | -3 | -43 | -1 | 1 | -4 | 1 | 1 | 15
Cc1ccc(NC(=O)CCc2ccc(S(=O)(=O)NC3CCCCC3)cc2)cc1 | 1 | -1 | -20 | -3 | 1 | 6 | -1 | 5 | 13
Cc1[nH]n(-c2ccccc2)c(=O)c1N=Nc1ccccc1C(=O)N1CCOCC1 | 0 | -1 | -9 | -5 | -2 | -18[fluorescence artefact?] | 1 | 4 | 11
Cc1ccc(-c2nnc(-c3cccs3)o2)cc1 | 23 | 4 | 2 | -1 | -7 | -4 | -1 | -8 | 1
O=C(c1cc([N+](=O)[O-])ccc1Cl)N1CCN(c2ccccn2)CC1 | 2 | -1 | -1 | 2 | 0 | -9 | -2 | 0 | 5
O=C(CS(=O)(=O)c1cn(Cc2ccc(Cl)cc2)c2ccccc12)N1CCCCC1 | -1 | 1 | -7 | -1 | -10 | 1[fluorescence artefact?] | -7 | -1 | 8
COc1cccc(Nc2ncccc2C(=O)NCc2ccccc2)c1 | 3 | 3 | -14 | 2 | -1 | -14 | -22 | -7 | 3
O=C(NNS(=O)(=O)c1ccc(Cl)cc1Cl)c1cc2ncc(C(F)(F)F)cc2s1 | 8 | -2 | -5 | -2 | -7 | -5 | -4 | -2 | 1
COC(=O)c1ccccc1NC(=O)COc1ccc(S(=O)(=O)N2CCCC2)cc1C | 7 | 0 | -22 | -1 | -11 | 2 | -2 | -7 | 17
Cn1nc(SCC(=O)O)sc1=S | 1 | -1 | -16 | -1 | -8 | 31 | -2 | -9 | 7
Cc1cc(C)cc(C(=O)NCC(=O)OCC(=O)N(C)C2CCS(=O)(=O)C2)c1 (stereo not given) | 8 | -3 | -10 | -1 | 0 | -6[fluorescence artefact?] | 2 | 7 | 10
COc1cccc(NC(=O)CSc2nnc3cc(C)nc(N)n23)c1 | 2 | 4 | -1 | -1 | -7 | -8 | -1 | -1 | 6
CC(C)Oc1ccc(Cc2n[nH]c(=S)n2Cc2ccccc2)cc1Cl | 27 | -2 | -17 | 0 | 3 | -4 | 3 | 0 | 2
CC(NC(=O)CCC(=O)N1CCN(S(=O)(=O)c2ccc(Cl)cc2)CC1)c1ccccc1 (stereo not given) | 3 | 6 | -15 | -7 | 2 | -15 | -6 | 1 | 8
C=CCNC(=S)NC(=O)c1ccc(C)c(Br)c1 | -7 | 0 | -14 | -1 | 4 | 7 | -2 | 9 | 8
CCc1ccccc1N(C1=NCCCS1)S(=O)(=O)c1ccc(C(C)(C)C)cc1 | 1 | -2 | -13 | 0 | -5 | 8 | 0 | 4 | 10
O=C(Cn1cnc2ccccc21)OCC(=O)N1CCCc2ccccc21 | -8 | -1 | -8 | 1 | 6 | -5 | 4 | -7 | 15
COC(=O)C1=C(CN2CCSCC2)NC(=O)NC1c1cc(C)ccc1C (stereo not given) | -1 | 3 | -12 | -1 | -1 | -5[fluorescence artefact?] | 5 | 0 | 14
CC1=[N+](CC(=O)NC(C)(C)C)CCc2ccccc21 | 2 | -2 | -1 | -2 | -2 | 3 | 4 | -4 | 2
NC(=O)COc1ccc(=O)n(-c2ccccc2)n1 | 15 | 0 | -3 | 3 | -6 | 6 | -1 | 3 | 11
CCCCN(CCCC)S(=O)(=O)c1ccc2[nH]c(=O)[nH]c2c1 | 1 | -1 | -6 | -3 | -2 | 4 | 4 | 4 | 10
COc1ccc(C(=O)NCC(=O)N=Nc2c(O)n(C)c3ccccc23)cc1OC | 16 | 0 | -1 | 0 | -6 | -6 | 0 | -3 | 3
COc1cccc(C(=O)N2CCN(C(=O)c3ccc(-c4ccccc4)cc3)CC2)c1OC | 17 | 2 | 0 | 4 | -4 | -5 | 1 | -2 | 4
COC(=O)C1C(=O)C2=C(CC1C)NC(C)=C(C(=O)OCCOc1ccccc1)C2c1ccc(C)o1 (stereo not given) | 4 | -1 | -14 | 0 | 2 | 2 | -1 | 3 | 3
Cc1ccc(S(=O)(=O)Nc2ccc3[nH]c(=O)[nH]c3c2)c(C)c1 | 21 | 1 | -3 | 0 | 9 | -6 | -9 | 0 | 5
O=S(=O)(NCc1ccccc1Cl)c1cnc[nH]1 | -7 | 3 | 12 | 2 | -4 | -5 | -4 | 1 | 10
CCOc1cc(C(c2c(C)[nH][nH]c2=O)c2c(C)[nH][nH]c2=O)ccc1OCc1ccc([N+](=O)[O-])cc1 | 1 | 2 | -104 | 1 | 2 | -3 | -2 | 14 | 26
O=C(O)C(Cc1ccccc1)n1cccc1 (stereo not given) | 3 | -1 | -18 | 0 | -15 | -2 | -1 | -5 | 14
O=C(NC1CCCCC1)C1CCN(S(=O)(=O)c2cccc3nsnc23)CC1 | 1 | -2 | -10 | -1 | -7 | -7 | -2 | -3 | 8
Cc1onc(-c2ccccc2)c1C(=O)Nc1nnc(COc2ccc(Cl)cc2)s1 | -2 | -1 | -13 | 23 | -10 | 20 | 8 | 2 | 6
O=C(c1cc(-c2cccs2)on1)N1CCOCC1 | 1 | 3 | -4 | 2 | -17 | 5 | -2 | 0 | 12
Cc1cc(C(F)(F)F)c2c(=O)[nH]c(=O)n(Cc3ccccc3)c2n1 | 0 | 2 | -1 | -2 | 1 | 5 | 3 | -6 | 6
CCOC(=O)Nc1nnc(-c2ccc(OC)c(OC)c2)s1 | 3 | 0 | 2 | 2 | -3 | 4 | 9 | -3 | 5
CC(C)(C)c1ccc(C(=O)NC(=S)Nn2cnnc2)cc1 | -4 | -1 | -8 | 11 | -7 | -9 | 4 | 4 | 5
COc1ccc(S(=O)(=O)Cc2ccc(C(=O)NCc3cccs3)o2)cc1 | 1 | 0 | -26 | 0 | -5 | -2 | 2 | -2 | 10

Compound profiles, as listed above. Values in the order: Hck-Nef inh | Wee1 stabilizer | hK5 inh | Runt-CBFb FRET | Thrombin inh | 14-3-3 Bad inh | Runt-SMMHC FRET | FXIa inh | FXIIa inh 1536
Record of `CC(C)(C)c1ccc(C(=O)NC(=S)Nn2cnnc2)cc1` : -4 | -1 | -8 | 11 | -7 | -9 | 4 | 4 | 5
Record of `Cc1cc(C(F)(F)F)c2c(=O)[nH]c(=O)n(Cc3ccccc3)c2n1` : 0 | 2 | -1 | -2 | 1 | 5 | 3 | -6 | 6

Screening data as filed in PubChem BioAssay.
